# Screens from PubChem.
# 697 NFkB inh: inhibitors of PMA/ionomycin-induced NF-kB reporter, 697 cells, primary screen, B-cell NF-kB inhibitor project, cell-based, luminescence, uHTS; 697 B-cell NF-kB luciferase reporter, 16 h; AID 435022, 2010; 0.33% of 330,000 active; inhibition, % at 4 µM; in the data active means inhibition above about 35%
# CHOP UPR activ: activators of apoptotic CHOP UPR arm, primary screen, cell-based, CHO-CHOP luciferase reporter, luminescence, uHTS. UPR activation; percent of tunicamycin response over DMSO baseline. activation, % at 10 µM. 0.34% of 330,000 active. AID 449763, 2010;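 active means at 10 µM dose, activation of 40% or more, normalized to positive control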;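 further: 100% = tunicamycin at 10 µg/mL and 0% = DMSO alone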
#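 measured by = luciferase luminescence | assay system = CHO-CHOP cells, stable luciferase reporter of PERK-eIF2a-CHOP signalling | amount = 500 reporter cells seeded per well | timing = 6 h compound exposure at 37 °C after overnight seeding | controls = positive tunicamycin 10 µg/mL, negative DMSO alone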
# tim23-1 inh: growth inhibitors of tim23-1 mutant yeast, primary screen, luminescence, uHTS; S. cerevisiae tim23-1 growth, BacTiter-Glo luminescence, 24 h; AID 463212, 2010; inhibition, % at 20 µM; 1.3% of 330,000 active;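 active means growth inhibition of the mutant yeast at or above 50%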;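 further: temperature-sensitive mutant grown at 25 °C; plate controls were DMSO-treated mutant yeast for no effect and medium wells lacking yeast for full effect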
# XBP1 UPR activ: activators of adaptive XBP1 UPR arm, primary screen, cell-based, CHO-XBP1 luciferase reporter, luminescence, uHTS; IRE1-XBP1 UPR activation; percent of tunicamycin response, DMSO as zero; activation, % at 20 µM; 0.33% of 330,000 active;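 active means versus positive control, 20 µM dose yields 30% or more activation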;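 further: 100% = tunicamycin at 10 µg/mL and 0% = DMSO only wells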
#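 Assay system: CHO-XBP1 luciferase reporter cells; Schedule: 6 h treatment, 37 °C; Detection: glow luminescence from Steady-Glo reagent; Benchmarks: high control tunicamycin 10 µg/mL final, low control DMSO vehicle only.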
# Jurkat NFkB inh: inhibitors of induced NF-kB luciferase reporter, primary screen, TCR NF-kB activation inhibitor project, cell-based, luminescence, uHTS; Jurkat, PMA/ionomycin-induced NF-kB luciferase reporter; inhibition, % at 4 µM; 0.53% of 330,000 active; AID 435003, 2010; in the data active means inhibition above about 50%
# Mdm2 MdmX PPI: inhibitors of human Mdm2-MdmX association, primary screen, cell-based, luminescence, split luciferase, SaOS-2, uHTS; Protein Mdm4 (Homo sapiens) + E3 ubiquitin-protein ligase Mdm2 (Homo sapiens), …; SaOS-2 split-luciferase Mdm2/MdmX complementation; inhibition, % at 8 µM; 3% of 330,000 active;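 active means inhibition of at least 50% at 8 µM in the primary screen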
# APJ agonist: agonists of human apelin receptor APJ, primary screen, CHO-K1 cells, PathHunter beta-arrestin, luminescence; AID 2520, 2010; activation, % at 20 µM; 0.11% of 330,000 active; 0% DMSO wells, 100% apelin;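 active means activation more than six SD over the plate average, tested at 20 µM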;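 further: 0% = DMSO alone and 100% = apelin-13 at 10 nM; some results filed as inactive read as strong as hits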
# Target sequence (P35414 whole entry, looked up): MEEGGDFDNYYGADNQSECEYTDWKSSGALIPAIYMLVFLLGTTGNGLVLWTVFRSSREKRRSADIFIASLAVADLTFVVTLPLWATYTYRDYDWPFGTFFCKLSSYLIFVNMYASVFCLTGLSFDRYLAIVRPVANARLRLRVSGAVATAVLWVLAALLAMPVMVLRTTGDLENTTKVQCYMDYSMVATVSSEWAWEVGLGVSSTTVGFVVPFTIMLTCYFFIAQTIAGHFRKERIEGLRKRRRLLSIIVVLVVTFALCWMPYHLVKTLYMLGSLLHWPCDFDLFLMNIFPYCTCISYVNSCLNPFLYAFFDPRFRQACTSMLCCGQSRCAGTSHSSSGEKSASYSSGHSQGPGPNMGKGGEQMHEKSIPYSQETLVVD
#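 Material: engineered CHO-K1 APJ arrestin reporter cells; amount: 1000 CHO-K1 reporter cells seeded per well; incubation: compound stimulation 90 min at 25 °C, detection 60 min; signal: luminescent beta-gal fragment complementation, chemiluminescent substrate; read-out basis: APJ agonist activity; controls: DMSO-only wells as negative, 10 nM Apelin-13 as positive control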
# APJ antag: antagonists of human apelin receptor APJ, primary screen, CHO-K1 cells, beta-arrestin complementation, luminescence. P35414. inhibition, % at 20 µM. 0.32% of 330,000 active. AID 2521, 2010;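 active means inhibition above about 40% at 20 µM, limit read from the data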;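 further: cells challenged with 10 nM apelin-13 agonist together with compound; plate controls were apelin-13 plus DMSO wells for no effect and DMSO wells lacking apelin-13 for full effect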
# * hit, by the source's call; x = no result given.
[1] C=CCn1c(SCc2ccc(C(=O)Nc3ccccc3)cc2)nnc1-c1ccccc1
[2] N=c1sccn1CC(=O)Nc1ccc(S(N)(=O)=O)cc1
[3] COc1cccc(-n2cnc3cccc(N)c32)c1
[4] C/C(CCc1ccc2c(c1)OCO2)=N\N=C1\NC(=O)CC(C(=O)Nc2ccc(Cl)cc2)S1 (configuration not stated)
[5] COc1ccc2cc(C#N)c(SCC(=O)N3CC(=O)Nc4ccccc43)nc2c1
[6] S=C(NCc1ccco1)N1CCN(C(c2ccccc2)c2ccccc2)CC1
[7] CCCC(NCC(O)COc1ccc(-c2ccccc2)cc1)c1ccccc1 (configuration not stated)
[8] Cc1cccc(NC(=O)c2c([N+](=O)[O-])c(C(C)(C)C)nn2C)c1

compound no.	1	2	3	4	5	6	7	8
697 NFkB inh	-40	-7	-61	10	7	9	0	-13
CHOP UPR activ	1.1	2.1	0.0	-1.6	-2.2	-1.9	8.0	1.1
tim23-1 inh	10	28	7	14	-5	11	5	19
XBP1 UPR activ	-2	-2	0	-3	-2	-2	24	-1
Jurkat NFkB inh	-16	21	4	17	42	9	18	-22
Mdm2 MdmX PPI	25	-12	-10	19	35	26	100*	-22
APJ agonist	-5	-1	4	-6	-2	-4	3	-2
APJ antag	-30	8	11	18	5	16	-24	-4

[9] Cc1ccccc1Nc1nc(N)nc(COC(=O)c2cccc(S(=O)(=O)NCc3ccccc3)c2)n1
[10] O=S(=O)(NCC(c1cccnc1)N1CCN(c2ccc(F)cc2)CC1)c1cc(F)ccc1F (configuration not stated)
[11] COc1ccc(Cl)cc1NC(=O)C(C)Sc1n[nH]c(N)n1 (configuration not stated)
[12] CCOc1ccc(-c2c(C(=O)N/N=C/c3ccc(OC)cc3)nnn2-c2nonc2N)cc1
[13] Cc1cc(C)c(C#N)c(SCC(=O)Nc2ccccc2C)n1
[14] COc1ccc(/C=N/NC(=O)C(=O)NCc2cccnc2)cc1
[15] CCOC(=O)c1ccc(NC(=O)NC(C)C2CCCO2)cc1 (configuration not stated)
[16] O=C(NCc1ccncc1)Nc1cccc([N+](=O)[O-])c1

compound no.	9	10	11	12	13	14	15	16
697 NFkB inh	-14	4	-7	15	-5	-2	-17	6
CHOP UPR activ	-2.6	-1.1	-1.6	0.2	1.2	1.0	1.4	-1.0
tim23-1 inh	-9	-137	0	-23	-6	2	-3	8
XBP1 UPR activ	16	-5	-2	-2	-2	3	-2	-1
Jurkat NFkB inh	0	7	-17	0	-4	6	2	-3
Mdm2 MdmX PPI	37	29	10	7	-46	3	24	22
APJ agonist	4	0	-2	3	1	-2	-2	-3
APJ antag	-19	8	0	4	9	6	-4	8

# Eleven compounds from above, ordered by number of heavy atoms, lowest first:
[3] COc1cccc(-n2cnc3cccc(N)c32)c1
[16] O=C(NCc1ccncc1)Nc1cccc([N+](=O)[O-])c1
[11] COc1ccc(Cl)cc1NC(=O)C(C)Sc1n[nH]c(N)n1 (configuration not stated)
[13] Cc1cc(C)c(C#N)c(SCC(=O)Nc2ccccc2C)n1
[14] COc1ccc(/C=N/NC(=O)C(=O)NCc2cccnc2)cc1
[7] CCCC(NCC(O)COc1ccc(-c2ccccc2)cc1)c1ccccc1 (configuration not stated)
[5] COc1ccc2cc(C#N)c(SCC(=O)N3CC(=O)Nc4ccccc43)nc2c1
[1] C=CCn1c(SCc2ccc(C(=O)Nc3ccccc3)cc2)nnc1-c1ccccc1
[4] C/C(CCc1ccc2c(c1)OCO2)=N\N=C1\NC(=O)CC(C(=O)Nc2ccc(Cl)cc2)S1 (configuration not stated)
[10] O=S(=O)(NCC(c1cccnc1)N1CCN(c2ccc(F)cc2)CC1)c1cc(F)ccc1F (configuration not stated)

compound no.	3	16	11	13	14	7	5	1	4	10
697 NFkB inh	-61	6	-7	-5	-2	0	7	-40	10	4
CHOP UPR activ	0.0	-1.0	-1.6	1.2	1.0	8.0	-2.2	1.1	-1.6	-1.1
tim23-1 inh	7	8	0	-6	2	5	-5	10	14	-137
XBP1 UPR activ	0	-1	-2	-2	3	24	-2	-2	-3	-5
Jurkat NFkB inh	4	-3	-17	-4	6	18	42	-16	17	7
Mdm2 MdmX PPI	-10	22	10	-46	3	100*	35	25	19	29
APJ agonist	4	-3	-2	1	-2	3	-2	-5	-6	0
APJ antag	11	8	0	9	6	-24	5	-30	18	8

[9] Cc1ccccc1Nc1nc(N)nc(COC(=O)c2cccc(S(=O)(=O)NCc3ccccc3)c2)n1

compound no.	9
697 NFkB inh	-14
CHOP UPR activ	-2.6
tim23-1 inh	-9
XBP1 UPR activ	16
Jurkat NFkB inh	0
Mdm2 MdmX PPI	37
APJ agonist	4
APJ antag	-19

# Later entries.
[17] NC(=S)N/N=C/c1ccc(C23CC4CC(CC(C4)C2)C3)cc1
[18] CC(C)(C)n1nc2c(c1NC(=O)c1ccccc1)CS(=O)(=O)C2
[19] CCC1=NN(C(=O)Cc2ccc([N+](=O)[O-])cc2)C(O)(c2ccc(Br)cc2)C1 (configuration not stated)
[20] Cc1ccc(NC(=S)NNC(=O)c2c([N+](=O)[O-])c(C)nn2C)cc1
[21] COc1ccc(CC(=O)Nc2c(C(N)=O)oc3ccccc23)cc1
[22] COc1ccc(-n2cc(CNC3CCC(O)CC3)c(-c3cccc(F)c3)n2)cc1 (configuration not stated)
[23] Cc1nnc(NC(=O)c2ccc(F)c(S(=O)(=O)N3CCOCC3)c2)s1
[24] CC(C)COC(=O)Nc1ccc(C(=O)O)cc1

compound no.	17	18	19	20	21	22	23	24
697 NFkB inh	-73	21	-3	-4	-5	9	-15	-6
CHOP UPR activ	33	0.3	-0.6	0.0	1.1	2.3	0.3	-0.4
tim23-1 inh	75*	11	50*	9	-42	0	4	8
XBP1 UPR activ	60*	-2	-2	-2	-2	-1	2	2
Jurkat NFkB inh	-20	-3	10	-12	8	1	-3	-13
Mdm2 MdmX PPI	46	3	0	-26	27	20	-8	2
APJ agonist	-6	0	-3	-3	-3	-2	2	-5
APJ antag	29	7	13	-5	1	9	13	3

[25] COc1ccc(NC(=O)COC(=O)CC2CCCC2)cc1
[26] COc1cc2c(C#N)c(N3CCN(C)CC3)nc(N)c2c(N)n1
[27] O=[N+]([O-])c1ccc(OCC(O)CN2CCN(c3ccccc3F)CC2)cc1 (configuration not stated)
[28] Cc1ccc(N2CC(C(=O)Nc3c4c(nn3C(C)(C)C)CS(=O)(=O)C4)CC2=O)cc1 (configuration not stated)
[29] O=C(CCc1nnc(CCCc2ccccc2)o1)NCC(F)(F)F
[30] Cc1cc(N2O[C@]34C=C[C@]25C[C@@H](O)CC[C@]5(C)C3CC[C@]2(C)[C@@H]([C@H](C)/C=C/[C@H](C)C(C)C)CC[C@H]24)no1 (some centres not stated)
[31] CC1(C)CC(=O)C2=C(C1)N(c1ccccc1)C(N)=C(C#N)C2c1ccsc1 (configuration not stated)
[32] CCCCNC(=O)CN1CCC2(O)CCCCC2C1c1ccccc1OC (configuration not stated)

compound no.	25	26	27	28	29	30	31	32
697 NFkB inh	2	23	18	14	-26	-37	10	21
CHOP UPR activ	-0.6	-1.2	-0.8	-2.3	3.1	3.0	0.0	-0.8
tim23-1 inh	31	-4	-114	2	-2	35	10	8
XBP1 UPR activ	1	3	-3	-6	0	41*	-3	1
Jurkat NFkB inh	4	-2	1	0	-25	x	-1	5
Mdm2 MdmX PPI	5	-13	17	-7	1	91*	10	-1
APJ agonist	-3	0	-4	-4	-1	x	-5	-3
APJ antag	7	-10	11	15	-2	x	-5	18

[33] Cc1cccc(N2CCN(S(=O)(=O)c3c(C)[nH]c(=O)[nH]c3=O)CC2)c1C
[34] CN(C(=O)CSc1cc(Cl)ccc1Cl)C1CCS(=O)(=O)C1 (configuration not stated)
[35] CN(C)CCCCOc1ccccc1-c1ccccc1
[36] CC1(C)Cc2c(c(N3CCOCC3)nc3snc(Br)c23)CO1
[37] COc1ccc(-c2cc(C(=O)Nc3cc(S(N)(=O)=O)ccc3C)c3ccccc3n2)cc1OC
[38] COc1ccc(CCNC(=O)c2c(C)cc(=O)oc2C)cc1OC
[39] ClCc1c2ccccc2cc2ccccc12
[40] N/C(=N\c1nc2ccccc2o1)NC(=O)C(Cc1ccccc1)N1C(=O)c2ccccc2C1=O (configuration not stated)

compound no.	33	34	35	36	37	38	39	40
697 NFkB inh	-21	5	-39	-2	-16	-9	-8	-6
CHOP UPR activ	1.1	-0.1	0.8	2.1	-0.6	-2.0	0.0	-2.6
tim23-1 inh	8	7	16	31	18	12	15	33
XBP1 UPR activ	0	-1	5	7	-4	-3	-6	6
Jurkat NFkB inh	21	9	-16	5	-22	-10	-5	-6
Mdm2 MdmX PPI	17	-13	-40	20	-14	5	9	-29
APJ agonist	0	-3	0	0	1	-3	9	-3
APJ antag	-10	3	-2	-3	9	-1	-2	-6

[41] CCOCCCN(C(=O)CNC(=O)c1ccco1)C(C(=O)NC1CCCC1)c1ccccc1C (configuration not stated)
[42] CCN1C(=O)/C(=C/c2cccs2)SC1=Nc1ccc(OC)cc1
[43] Cc1ccccc1Cn1nc(C)c(NC(=O)c2ccccc2)c1C
[44] COc1ccc(C(O)(c2ccccc2OC)C(CN2CCOCC2)c2ccccc2)cc1 (configuration not stated)

compound no.	41	42	43	44
697 NFkB inh	-8	4	9	-21
CHOP UPR activ	-0.9	1.3	1.0	0.1
tim23-1 inh	0	5	13	28
XBP1 UPR activ	2	1	2	0
Jurkat NFkB inh	-8	1	-9	-3
Mdm2 MdmX PPI	11	-15	-3	5
APJ agonist	-4	-1	-3	-2
APJ antag	-7	9	1	21
